# Assay outcomes: PubChem BioAssay, Broad Institute
# RAD54 inh: blocks human RAD54 Holliday junction branch migration; AID 602329; actives 0.14% (n = 360,000); FAM/BHQ fluorescence; inhibition, % at 10.4 µM; Q92698;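 active = mean normalized replicate activity at least 40 and at least half of replicates scoring 40 or more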;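 also: 0% = median of neutral control wells and 100% = median of positive control wells; inhibitors cause a drop in the FAM fluorescence signal; in these data hits start at about 50%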
# Target sequence (Q92698 whole entry, looked up): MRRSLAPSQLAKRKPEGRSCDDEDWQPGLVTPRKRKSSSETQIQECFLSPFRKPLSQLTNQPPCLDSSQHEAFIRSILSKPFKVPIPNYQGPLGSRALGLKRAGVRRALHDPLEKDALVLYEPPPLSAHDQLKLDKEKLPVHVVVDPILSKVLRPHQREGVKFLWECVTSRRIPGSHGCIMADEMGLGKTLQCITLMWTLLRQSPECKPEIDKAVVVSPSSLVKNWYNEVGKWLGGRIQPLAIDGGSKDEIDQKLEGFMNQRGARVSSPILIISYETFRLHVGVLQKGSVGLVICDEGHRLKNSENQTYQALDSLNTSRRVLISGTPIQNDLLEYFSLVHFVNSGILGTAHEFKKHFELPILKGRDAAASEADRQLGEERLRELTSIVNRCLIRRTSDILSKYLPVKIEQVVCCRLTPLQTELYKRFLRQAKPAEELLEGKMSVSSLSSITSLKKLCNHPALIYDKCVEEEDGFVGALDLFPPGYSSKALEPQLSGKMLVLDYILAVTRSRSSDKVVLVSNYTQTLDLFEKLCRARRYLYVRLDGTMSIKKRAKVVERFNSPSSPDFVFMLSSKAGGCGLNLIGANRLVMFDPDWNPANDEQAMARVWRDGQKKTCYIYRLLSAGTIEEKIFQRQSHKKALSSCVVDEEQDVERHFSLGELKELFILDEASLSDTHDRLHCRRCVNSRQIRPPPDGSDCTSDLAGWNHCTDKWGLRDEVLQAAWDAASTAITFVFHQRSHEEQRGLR
# * marks the source's active call; other numbers are inactive results. A portion of the library, so the mix of outcomes need not match the whole.
SMILES,RAD54 inh
O=C(OCC(=O)N1CCN(C(=O)c2ccco2)CC1)c1ccc(S(=O)(=O)N2CCCCC2)cc1,1
CCC1CCCCN1C(=O)CSc1nnc(-c2c[nH]c3ccccc23)o1 (configuration not stated),7
CC1(C)Oc2ccc(C(=O)NC3CCCC3)cc2N(CC(=O)N2CCOCC2)C1=O,-3
Cc1ccc(CSc2ncccc2C(=O)O)cc1,-10
O=C(CSCCc1ccccn1)Nc1cccnc1,10
C/C(=N\NC(=O)c1cccc(C)c1)c1cccc(NC(=O)c2ccco2)c1,-7
CCOCCCNC(=O)CCCOc1ccccc1,9
COc1ccc(N/C=C/C(=O)c2ccc(Oc3ncccn3)cc2)cc1,-4
O=C(NC1CCCCC1)c1cccc(Cn2cc(Cl)cn2)c1,11
CCC(C)NC(=O)CSc1nc2ccccc2c(=O)n1Cc1ccc(OC)cc1 (configuration not stated),6
CCOc1ccc(-c2nc(CSCC(=O)NCc3ccco3)c(C)o2)cc1,2
COc1ccc(C2/C(=C(/O)c3ccccc3)C(=O)C(=O)N2CO)cc1 (configuration not stated),-5
COc1ccc2c(c1)C(C)=CC(C)(C)N2C(=O)Nc1ccccc1,6
COc1cccc(-n2ccnc2SCC(=O)N2CCc3ccccc32)c1,5
O=C(Oc1ccc(-c2nnco2)cc1)N1CCCCC1,-4
O=c1cc(CSc2ccccn2)c2ccccc2[nH]1,4
Cc1cc(N(CN2CCCC2=O)C(=O)c2ccccc2)no1,-4
CCCn1c(SCC(=O)Nc2nc3ccccc3s2)nc2c1c(=O)n(C)c(=O)n2C,-4
O=C(COC(=O)c1ccc(O)cc1)Nc1ccc(N2CCCCC2)cc1,1
COc1ccc(C(c2nnnn2Cc2ccc(F)cc2)N2CCN(c3ccc(OC)cc3)CC2)cc1 (configuration not stated),-2
Cn1c(SCc2cccc(C(F)(F)F)c2)nnc1-c1ccco1,-21
CC1CCCN(CCC(=O)c2ccc(Br)cc2)C1 (configuration not stated),8
CN1CCN(C(=O)CN(CCc2ccccc2)S(C)(=O)=O)CC1,-10
O=c1[nH]ncc(N/N=C/c2ccccc2)c1Cl,-2
Cc1cc2c(c(=O)n1Cc1ccco1)C(c1cccnc1)C(C#N)=C(N)O2 (configuration not stated),4
CN(C)CCOCCP(=O)(c1ccccc1)c1ccccc1,-5
Cc1nn(-c2cc(C)c3ccccc3n2)c2c1C1C(C2)C1(C)C (configuration not stated),-3
C/C(=N/OC(=O)c1ccc(C)cc1)c1cccs1,-3
O=c1/c(=C/c2ccc([N+](=O)[O-])cc2)sc2n1CCCN=2,7
COC(=O)Nc1cc(C)nc2ccccc12,1
Clc1ccc(-c2nnc(-c3ccc(Br)cc3)c(N3CCSCC3)n2)cc1,3
COc1cccc(CNC(=O)Cc2c(C(=O)O)[nH]c3ccccc23)c1,0
CC(=O)Nc1cc(NC(=O)C2C3C=CC(C3)C2C(=O)O)ccc1Cl (configuration not stated),7
C=CCNC(=S)NNC(=O)c1ccc(OCCC)cc1,-6
Cc1onc(-c2ccccc2Cl)c1C(=O)Nc1cccc2nsnc12,-1
O=C(NCc1ccccn1)c1cc2ccccc2oc1=O,-6
c1ccc(CCc2nc(-c3ccccn3)no2)cc1,-5
COc1nccnc1NS(=O)(=O)c1ccc(NS(=O)(=O)c2ccc(NC(C)=O)cc2)cc1,-6
Cc1ccc(S(=O)(=O)Cn2nnnc2CN2CCN(Cc3ccc4c(c3)OCO4)CC2)cc1,-21
COC(=O)C1C(=O)CC(C)(O)C(C(=O)OC)C1c1ccccc1F (configuration not stated),-1
CCOC(=O)N1CCC(NC(=O)c2cc3c(-c4ccc(OC)c(OC)c4)nn(C)c3s2)CC1,-7
COC(=O)CCC(=O)OC1(C)C(=O)C2=CN(Cc3ccc4c(c3)OCO4)C(c3ccc(OC)cc3)=CC2=C(Br)C1=O (configuration not stated),3
Cc1cccc(CS(=O)(=O)Cc2ccc(C(=O)NCc3cccnc3)o2)c1,13
CC(=O)Nc1cc(C(F)(F)F)ccc1OCCOc1ccccc1,-16
CC(Oc1ccc(Cl)cc1)c1ccnn1S(=O)(=O)c1ccc(Cl)cc1 (configuration not stated),0
Cc1ccc2[nH]c(=O)c(CN(CCCN3CCOCC3)C(=O)NC3CCCCC3)cc2c1,8
CCOc1ccc(S(=O)(=O)Nc2nccs2)cc1,-6
Cc1cc(NCc2ccc(F)cc2Cl)n2nnnc2n1,0
O=C(NCc1ccco1)Nc1ccc(Br)cc1,-7
COc1ccc(NC(=O)c2cccc(F)c2)cc1Cl,9
Cc1cccc2cc3c(nc12)SC(=NCC1CCCO1)N(Cc1ccco1)C3 (configuration not stated),-9
O=c1[nH]cnc2scc(-c3ccc(-c4ccccc4)cc3)c12,-2
c1ccc2c(c1)c1ccccc1n1c(-c3ccc4c(c3)OCO4)nnc21,5
COc1ccc(OC)c(NC(=O)C2CCCN2C(=O)OCc2ccccc2)c1 (configuration not stated),2
O/N=C1/C2C3CC4C5C3C1C5C1(OCCO1)C42 (configuration not stated),6
Cc1ccc(NC(=S)N2CCN(CCN3C(=O)c4cccc5cccc(c45)C3=O)CC2)cc1,0
O=C(O)C1CC(c2ccc(F)cc2)=NO1 (configuration not stated),9
CC(=O)N1CCCc2cc(S(=O)(=O)Nc3ccc4c(c3)OCO4)ccc21,6
O=C(NC1CCCC1)C1CCCN1C(=O)Nc1ccccc1Cl (configuration not stated),7
CCOC(=O)N1CCN(C(=O)CN(Cc2ccc(Cl)cc2)S(C)(=O)=O)CC1,-2

# Next section; it opens with the four that closed the last part.
SMILES,RAD54 inh
O=C(O)C1CC(c2ccc(F)cc2)=NO1 (configuration not stated),9
CC(=O)N1CCCc2cc(S(=O)(=O)Nc3ccc4c(c3)OCO4)ccc21,6
O=C(NC1CCCC1)C1CCCN1C(=O)Nc1ccccc1Cl (configuration not stated),7
CCOC(=O)N1CCN(C(=O)CN(Cc2ccc(Cl)cc2)S(C)(=O)=O)CC1,-2
Cc1ccc(S(=O)(=O)Cn2nnnc2C(c2ccccc2)N2CCN(c3ccccc3)CC2)cc1 (configuration not stated),-7
CCN(CC)C(=O)c1cncc(C(=O)N(CC)CC)c1-c1ccccc1,11
CC(C)(C)C(=O)Nc1cc(C(F)(F)F)ccc1N1CCOCC1,0
CCOC(=O)N1CCC(NC(=O)CCC(=O)N2CC(C)Oc3ccc(C)cc32)CC1 (configuration not stated),3
CC(C)(CO)Nc1ccc([N+](=O)[O-])cc1[N+](=O)[O-],4
CCCOc1ccc(Cc2nn3c(=O)/c(=C/c4ccco4)sc3nc2=O)cc1,-20
CCC(=O)N1CCN(c2ccccc2NC(=O)Cc2ccccc2)CC1,-7
O=C1C=C(OCc2ccccc2)CN1,-7
CC(Nc1cc(=O)n(C)c(=O)n1C)c1ccccc1 (configuration not stated),-3
CC1(C)CC(=O)C(C(c2ccncc2)C2C(=O)CC(C)(C)CC2=O)C(=O)C1,8
Cc1ccccc1-c1noc(C23CC4CC(CC(C4)C2)C3)n1,-9
Cc1noc(C)c1Cc1ccc(O)cc1,3
COc1ccc(CCn2nnnc2C(CC(C)C)N2CCN(c3ncccn3)CC2)cc1OC (configuration not stated),-8
O=c1[nH]c2ccc(S(=O)(=O)N3CCCCC3)cc2[nH]c1=O,0
O=C(C1CCC(CNS(=O)(=O)c2cccs2)CC1)N1CCCCC1 (configuration not stated),6
O=S(=O)(c1cc(Cl)cc(Cl)c1)N1CCCC1c1nc2ccccc2s1 (configuration not stated),3
CCN1CCN(Cc2nc(N)nc(Nc3ccc(C)c(C)c3)n2)CC1,-2
O=C(CN1C(=O)COc2ccccc21)NCCCN1CCN(Cc2ccccc2)CC1,-20
COCCCNC(=O)C(C#N)c1nc2ccccc2nc1N1CCN(Cc2ccccc2)CC1 (configuration not stated),4
C#CCn1cnc2c(oc3ccccc32)c1=O,-14
CCC(c1nnnn1Cc1ccco1)N(CCc1ccccc1)Cc1cc2cccc(C)c2[nH]c1=O (configuration not stated),-10
CCOc1nc(Nc2cc(Cl)ccc2OC)nc(OCC)n1,4
Cc1ncn(C23CC4CC(CC(O)(C4)C2)C3)n1,-6
COc1ccc(OC)c(CNC(=O)CCNC(=O)Cn2ccc3ccccc3c2=O)c1,-3
COc1ccnc(CSC(N)=Nc2ccccc2OC)c1,-6
O=C(Nc1sc2c(c1C(=O)O)CCCC2)c1cccs1,0
O=C(NC1CCCC1)c1c[nH]c2ccc(F)cc2c1=O,2
Cc1ccc(C)c(S(=O)(=O)NCc2ccc(C(=O)NCc3ccco3)cc2)c1,1
COc1cccc(C2C(C(=O)c3cc4cccc(OC)c4o3)=C(O)C(=O)N2c2cc(C)on2)c1OC (configuration not stated),-2
CN=Cc1c(NC)nc2c(C)cccn2c1=O,23
Cc1cccc(N(C)C(=O)c2coc(=O)c3ccccc23)c1,-11
CC(C)OCCCNS(=O)(=O)c1ccc2c(c1)OCCO2,-5
COCCC(=O)N(Cc1ccc2c(c1)OCO2)C(C(=O)NC1CCCCC1)c1ccncc1 (configuration not stated),0
CC(NC(=O)COc1cc(=O)n(C)c2ccccc12)c1ccc2c(c1)OCCO2 (configuration not stated),1
Fc1ccc(-c2ccnc3nc(N4CCOCC4)nn23)cc1,-7
COC(=O)CSc1nc2c(c(C3CC=CCC3)c1C#N)CCC2 (configuration not stated),-18
CCC(=O)Nc1cccc(NC(=S)NC(=O)c2ccccc2Cl)c1,-4
C=CC(=O)N1c2ccccc2Sc2ccc(NC(=O)OCC)cc21,-4
C=CCn1c(SCc2ccc3nonc3c2)nnc1-c1cccs1,4
Cc1ccccc1N(CC(=O)Nc1ccc(F)cc1)S(C)(=O)=O,-3
Cc1ccc(Nc2nc(N)nc(CSc3nncn3C)n2)cc1,-5
Cc1cc(C)cc(N2CCCC2=O)c1,-2
CN(Cc1ccccc1)c1nc2c(c(=O)[nH]c(=O)n2C)n1Cc1ccccc1Cl,-3
Cc1ccc(C)c(NC(=O)CS(=O)(=O)c2c[nH]c3ccccc23)c1,-4
O=C(NC1CCCCC1)N1CCc2[nH]c3ccccc3c2C1,15
CCN(CCCNC(=O)COc1cc(=O)n(CC)c2ccccc12)Cc1ccccc1,-15
COc1ccc(CNC(=O)C(C#N)c2nc3ccccc3nc2N2CCCC2)cc1 (configuration not stated),-31
C1CNCCOCCNCCN1,-32
COc1ccc(-n2nc(C(=O)NCC(=O)NCC3CCCO3)c3ccccc3c2=O)cc1 (configuration not stated),-7
C(=N\Nc1ccccc1)/c1ccc(N2CCOCC2)cc1,5
Cc1ccc(-c2nnn(CC(=O)N(Cc3cccs3)C(C(=O)NC(C)(C)C)c3ccc(C)o3)n2)o1 (configuration not stated),2
Cc1csc(NC(=O)CCS(=O)(=O)c2ccc(Br)cc2)n1,3
COc1cc(NC(=O)C2COc3ccccc3O2)c(OC)cc1Cl (configuration not stated),7
CC(=O)C1=C(C)NC(SCC(N)=O)=C(C#N)C1c1cccs1 (configuration not stated),8
CON(C)c1nc(OCCNC(=O)OCc2ccc(Cl)cc2Cl)nc(N(C)C)n1,-23
OC(Cn1ccnc1)c1ccc(Cl)cc1Cl (configuration not stated),-5
Cc1cc2nc(C)n3c4ccccc4nc3n2n1,10
C=CCSC1=N/C(=C\c2sccc2C)C(=O)S1,-1
O=C(NCc1ccc2c(c1)OCO2)C1(S(=O)(=O)c2ccccc2)CC1,7
CCCCNC(=O)CN(c1cccc(F)c1)S(C)(=O)=O,2
# Next results follow.
SMILES,RAD54 inh
Cc1c(C(=O)NCCN2CCOCC2)oc2ccc(S(=O)(=O)N3CCCCCC3)cc12,-3
Cc1ccc(CNC(=O)C(OC(=O)c2ccco2)C(C)C)cc1 (configuration not stated),3
CCN(CC)c1nc(-c2ccccc2)cc(C(F)(F)F)c1C#N,-5
C/C=C/Cn1c(SC)nc2c1c(=O)[nH]c(=O)n2C,1
CCOC(=O)C1=C(C)NC(=O)C(C(N)=O)C12CCCC2 (configuration not stated),5
O=C(CCCCCN1C(=O)c2ccccc2C1=O)NCCc1nc2ccccc2[nH]1,-1
CCn1c(SCC(=O)N2CCN(c3ccc(F)cc3)CC2)nc2ccccc2c1=O,1
COCCNC(=O)C(OC(=O)c1cccs1)c1ccccc1 (configuration not stated),-5
COC(Cc1nnc(SC)n1-c1ccc(Cl)cc1)OC,7
Cc1cccc(CCNC(=O)Cn2ncc3c([nH]c4ccccc43)c2=O)c1,-8
Cc1ccc(-n2c3c(c(=O)[nH]c2=S)C(C(F)(F)F)(C(F)(F)F)NC(=O)N3)cc1,2
COc1ccccc1N1CCN(C(=O)c2ccc(Cl)c(S(=O)(=O)NCc3ccco3)c2)CC1,0

# Among those listed so far, 15 contain fluorine:
SMILES,RAD54 inh
COc1ccc(C(c2nnnn2Cc2ccc(F)cc2)N2CCN(c3ccc(OC)cc3)CC2)cc1 (configuration not stated),-2
Cn1c(SCc2cccc(C(F)(F)F)c2)nnc1-c1ccco1,-21
COC(=O)C1C(=O)CC(C)(O)C(C(=O)OC)C1c1ccccc1F (configuration not stated),-1
CC(=O)Nc1cc(C(F)(F)F)ccc1OCCOc1ccccc1,-16
Cc1cc(NCc2ccc(F)cc2Cl)n2nnnc2n1,0
COc1ccc(NC(=O)c2cccc(F)c2)cc1Cl,9
O=C(O)C1CC(c2ccc(F)cc2)=NO1 (configuration not stated),9
CC(C)(C)C(=O)Nc1cc(C(F)(F)F)ccc1N1CCOCC1,0
O=C(NC1CCCC1)c1c[nH]c2ccc(F)cc2c1=O,2
Fc1ccc(-c2ccnc3nc(N4CCOCC4)nn23)cc1,-7
Cc1ccccc1N(CC(=O)Nc1ccc(F)cc1)S(C)(=O)=O,-3
CCCCNC(=O)CN(c1cccc(F)c1)S(C)(=O)=O,2
CCN(CC)c1nc(-c2ccccc2)cc(C(F)(F)F)c1C#N,-5
CCn1c(SCC(=O)N2CCN(c3ccc(F)cc3)CC2)nc2ccccc2c1=O,1
Cc1ccc(-n2c3c(c(=O)[nH]c2=S)C(C(F)(F)F)(C(F)(F)F)NC(=O)N3)cc1,2
